High-throughput results deposited in PubChem by several laboratories.
PPARg SRC1 recr: PPARgamma agonists recruiting SRC-1 coactivator, primary screen, biochemical. Peroxisome proliferator-activated receptor gamma (Homo sapiens), P37231. PPARgamma-SRC-1 coactivator recruitment biochemical assay. activation, % at 8 µM. 200,000 compounds, 0.41% hits; in the data active = activation above about 19%;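 also: 0% = DMSO and 100% = reference agonist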
PPARg SRC-2 ag: agonists of PPARg-SRC-2 recruitment, primary screen, biochemical, HTS. PPARgamma LBD-SRC-2 recruitment. activation, % at 8 µM. 200,000 compounds, 0.34% hits. AID 1032, 2008; in the data active = activation above about 22%;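 also: 0% = vehicle and 100% = reference agonist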
PMI activator: activators of human PMI, primary screen, biochemical, fluorescence intensity, near-Km mannose 6-phosphate; purified human PMI, coupled resazurin fluorescence, 20 min; hits give high values; 1 = vehicle control, 0 substrate-free wells; 190,000 compounds, 0.005% hits; activation factor at 20 µM;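 active = activation factor of 2 or more at 20 µM, relative to plate controls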
S1P3 antagonist: S1P3 receptor antagonists, primary screen, cell-based; Sphingosine 1-phosphate receptor 3 (Homo sapiens), Q99500; CHO S1P3 NFAT-BLA reporter, FRET fluorescence, antagonist mode; inhibition, % at 4.98 µM; 170,000 compounds, 0.27% hits; AID 485, 2006;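 active = inhibition above the plate cutoff, the mean inhibition of test wells on that plate plus 3 SD, cut at about 28% in these data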;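 also: cells challenged with S1P at its EC80 of 0.8 µM; blue over green emission ratio from cleaved BLA substrate after 4 h stimulation; 0% = S1P-stimulated wells and 100% = unstimulated DMSO-only wells; some compounds past the cut are filed as inactive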
Target sequence (Q99500 whole entry, looked up): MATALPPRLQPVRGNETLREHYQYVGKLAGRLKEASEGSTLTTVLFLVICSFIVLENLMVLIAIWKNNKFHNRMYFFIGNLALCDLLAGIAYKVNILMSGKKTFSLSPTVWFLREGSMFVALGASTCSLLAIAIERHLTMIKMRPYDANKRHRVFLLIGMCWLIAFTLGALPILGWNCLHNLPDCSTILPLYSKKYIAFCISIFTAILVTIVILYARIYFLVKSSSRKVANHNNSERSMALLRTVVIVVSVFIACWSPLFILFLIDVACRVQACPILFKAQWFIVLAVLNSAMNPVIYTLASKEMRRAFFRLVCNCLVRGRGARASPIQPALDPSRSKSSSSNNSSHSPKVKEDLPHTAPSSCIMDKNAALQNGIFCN
Diaphorase act: compounds boosting diaphorase resazurin reduction – biochemical, uHTS, resorufin fluorescence, counter-screen for diaphorase-coupled primary assays, primary screen; activation factor at 20 µM; Diaphorase/resazurin coupled assay, 16 min; hits give high values; 1 = vehicle wells, 0 = NADH-free wells; 190,000 compounds, 0.005% hits;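 active = diaphorase activity raised at least twofold by the compound at 20 µM; inactive = activation factor below 2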
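Assay system: Purified diaphorase enzyme from Clostridium kluyveri | Amount: Enzyme 0.07 U/mL final | Dosing: Compound 20 µM once, DMSO 1% | Timing: 16 min reaction at room temperature | Detection: Fluorescence, excitation 544 nm and emission 590 nm | Evaluation: Higher resorufin formation from activation or reduction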
Diaph inh CS: diaphorase inhibitors and chemical oxidizers, primary screen, counter-screen for diaphorase-coupled primary assays, biochemical, uHTS, resorufin fluorescence. diaphorase resazurin-to-resorufin fluorescence, NADH, 16 min; bacterial (C. kluyveri) enzyme, not human. inhibition, % at 20 µM. 190,000 compounds, 0.69% hits;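 active = primary screen inhibition at 20 µM above a set limit, cut at about 50% in these data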;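 also: plate controls were DMSO with full reaction for no effect and wells lacking NADH for full effect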
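System: Bacterial diaphorase enzyme (C. kluyveri) | Incubation: 16-min room-temperature incubation before reading | Benchmarks: No-NADH positive control and DMSO neutral control | Measured by: Resorufin fluorescence 544/590 nm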
TR-FRET SRC-2 ct: TR-FRET signal artefacts, primary screen, artefact control for PPARgamma SRC-2 agonist project, biochemical; TR-FRET artefact counter-screen; hits give high values; TR-FRET ratio at 8 µM; AID 1049, 2008; 200,000 compounds, 0.4% hits; in the data active = TR-FRET ratio above about 2000; also: inactives centre near 1500
PMI act hi M6P: human PMI activators, high substrate, primary screen, biochemical, fluorescence intensity, near-saturating mannose 6-phosphate. Mannose-6-phosphate isomerase (Homo sapiens), P34949. coupled PMI enzyme assay, resazurin fluorescence, 20 min; hits give high values; 1 = untreated enzyme, 0 = substrate-free blank. activation factor at 20 µM. 190,000 compounds, 0.34% hits;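 active = activation factor of 2 or more at 20 µM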
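assay system = human phosphomannose isomerase with PGI, G6PDH, diaphorase coupling enzymes | quantity = 15 ng/mL PMI | incubation = enzyme reaction with compound 20 min at room temperature | medium = HEPES pH 7.4 buffer with MgCl2 and Tween-20 | compound dosing = one concentration, 20 µM, in 1% DMSO | measured by = Diaphorase-driven resazurin-to-resorufin fluorescence, excitation 544, emission 590 nm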
ROMK mod: ROMK potassium channel modulators, primary screen, cell-based, thallium flux, MLSMR library | ATP-sensitive inward rectifier potassium channel 1 (Homo sapiens), P48048 | Tet-inducible ROMK, thallium flux fluorescence; actives lie on both sides | B-score at 10 µM | 130,000 compounds, 2% hits;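 active = signal ratio slope over the read window, or its plate-corrected B-score, at least 3 SD from the plate mean, either direction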;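 also: B-score of the F/F0 ratio slope over 7 to 12 s after thallium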
Target sequence (P48048 whole entry, looked up): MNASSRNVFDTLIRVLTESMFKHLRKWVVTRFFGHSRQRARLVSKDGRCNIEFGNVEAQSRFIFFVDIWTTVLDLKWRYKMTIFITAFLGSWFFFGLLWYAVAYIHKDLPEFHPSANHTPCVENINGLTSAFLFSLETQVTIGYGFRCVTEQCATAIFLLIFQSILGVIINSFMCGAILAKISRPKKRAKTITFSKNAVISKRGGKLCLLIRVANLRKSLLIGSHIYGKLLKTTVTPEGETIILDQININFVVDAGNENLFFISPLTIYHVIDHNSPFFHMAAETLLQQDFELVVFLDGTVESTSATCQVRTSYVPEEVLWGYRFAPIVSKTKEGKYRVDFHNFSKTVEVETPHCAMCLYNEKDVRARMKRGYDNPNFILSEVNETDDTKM
G6PDH counter: L. mesenteroides G6PDH inhibitors, counter-screen for G6PDH-coupled screening assays, biochemical, Leuconostoc mesenteroides enzyme; AID 1020, 2008; Purified L. mesenteroides G6PDH, diaphorase/resazurin coupled fluorescence, 45 min; inhibition, % at 5 µM; glucose-6-phosphate dehydrogenase [Leuconostoc mesenteroides]; 200,000 compounds, 0.12% hits; in the data active = inhibition above about 50%
PPARg SRC3 recr: PPARgamma agonists recruiting SRC-3 coactivator, primary screen, biochemical. activation, % at 8 µM. biochemical PPARgamma/SRC-3 coactivator recruitment assay. 200,000 compounds, 0.26% hits. Peroxisome proliferator-activated receptor gamma (Homo sapiens), P37231. AID 731, 2007; in the data active = activation above about 23%;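 also: 0% = DMSO and 100% = reference agonist; some compounds past the cut are filed as inactive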
* hit, by the source's call; x = not tested or not shown.

entry | mol | PPARg SRC1 recr | PPARg SRC-2 ag | PMI activator | S1P3 antagonist | Diaphorase act | Diaph inh CS | TR-FRET SRC-2 ct | PMI act hi M6P | ROMK mod | G6PDH counter | PPARg SRC3 recr
1 | CC(C)(C)OC(=O)N1CCC2(CC1)C(C#N)=C(N)OC1=C2C(=O)CCC1 | -5 | -9 | 1.1 | -8 | 0.9 | 6 | 1473 | 1 | 0.14 | 3 | 1
2 | CSC1=NCCN1C(=O)c1cccc(C(F)(F)F)c1 | -2 | -6 | 0.9 | 16 | 0.8 | 16 | 1307 | 0.9 | x | 1 | -14
3 | CCNC(=O)C(=O)NCCc1ccc(Cl)cc1 | 13 | 6 | 0.9 | x | 0.8 | 16 | 1651 | 0.9 | x | 2 | 9
4 | C/C(N)=C(/C#N)C(=O)CN1CCCCC1 | 6 | -3 | 1 | -28 | 0.8 | 17 | 1470 | 1 | x | -2 | 0
5 | Cc1ccc(CS(=O)(=O)CCC(=O)NC2CC2)cc1 | 2 | -2 | 1 | x | 1 | -1 | 1660 | 1 | x | 3 | 10
6 | COc1ccc(CNC(=O)C2CCCN(Cc3nc(-c4cccc(C)c4)oc3C)C2)cc1 (stereo not given) | -2 | -4 | 1 | -2 | 1 | 3 | 1363 | 1.1 | -2 | -1 | -3
7 | O=C1Nc2ccccc2C(O)(C(=O)NCc2ccc3c(c2)OCO3)N1c1ccc(Cl)c(Cl)c1 (stereo not given) | -3 | -2 | 0.9 | x | 0.9 | 5 | 1477 | 0.9 | x | 3 | 2
8 | O=C(CCCOc1ccccc1)N1CCN(C(=O)c2ccco2)CC1 | 0 | 12 | 0.9 | -20 | 0.8 | 15 | 1733 | 0.9 | x | -1 | 9
9 | CC(C)c1ccc(/C=C/c2ccc(=O)n(C)n2)cc1 | -2 | -2 | 1 | -4 | 0.8 | 18 | 1245 | 1 | -0.78 | -1 | -3
10 | COc1ccc(S(=O)(=O)N2CCC(O)(c3ccc(Cl)cc3)CC2)cc1 | 4 | 2 | 1 | 3 | 1 | 3 | 1630 | 0.9 | -1.9 | -1 | 8
11 | O=C(Cn1nc(-c2cccc([N+](=O)[O-])c2)c2ccccc2c1=O)Nc1cccnc1 | 5 | 9 | 1.2 | x | 1 | 0 | 1479 | 1.1 | 0.75 | 10 | 1
12 | Cc1ccccc1C(=O)OC1OC(=O)C(Cl)=C1N1CCOCC1 (stereo not given) | 0 | -1 | 1.1 | -2 | 1 | 0 | 1591 | 1.1 | -0.29 | 13 | 0
13 | CCc1cc(C(=O)OC)c(NC(=O)CCCC(=O)O)s1 | 5 | 8 | 1 | -24 | 0.9 | 7 | 1423 | 1 | 1.1 | 1 | -2
14 | O=C1Nc2ccccc2C12OCCO2 | 7 | 5 | 1.1 | 5 | 0.9 | 6 | 1522 | 1.1 | 0.12 | 1 | 11
15 | CC1(C)CC(=O)C(C(C2=C(O)CC(C)(C)CC2=O)c2cccs2)C(=O)C1 (stereo not given) | -2 | 5 | 1 | x | 0.9 | 6 | 1662 | 1.1 | x | 1 | -3
16 | C/C(=N\O)c1ccc(N2C(=O)C3CC=C(Cl)CC3C2=O)cc1 (stereo not given) | -2 | 11 | 1 | 2 | 0.9 | 11 | 1576 | 0.9 | 0.7 | 0 | -2
17 | CCCCn1c(-c2ccc(Cl)cc2)nc2c(=O)n(C)c(=O)[nH]c21 | 1 | 3 | 0.8 | x | 0.9 | 13 | 1410 | 0.9 | 0.11 | 14 | -4
18 | O=C(CNCc1ccco1)Nc1ccc(N2CCCCCC2)cc1 | 10 | -1 | 0.9 | -1 | 0.8 | 18 | 1690 | 0.8 | -0.38 | 4 | 4
19 | CCS(=O)(=O)N1CCN(S(=O)(=O)c2ccccc2[N+](=O)[O-])CC1 | -2 | -5 | 1.1 | 1 | 0.9 | 7 | 1459 | 1 | 0.55 | 20 | 4
20 | CCn1c(SCC(=O)C(C)(C)C)nnc1-c1ccccn1 | -6 | -3 | 0.9 | -13 | 0.8 | 17 | 1308 | 0.9 | x | 2 | -9
21 | Cn1cccc1Cc1nnc(SCC(=O)N2CCc3ccccc32)n1CCc1ccccc1 | 5 | 0 | 0.8 | -17 | 0.7 | 27 | 1499 | 0.8 | x | -30 | 2
22 | COc1ccc(NS(=O)(=O)c2ccc(O)c(NC(=O)c3ccc(S(=O)(=O)N4CCCCCC4)cc3)c2)cc1 | -10 | -11 | 0.9 | -4 | 0.9 | 11 | 1608 | 1 | 1.7 | 6 | -2
23 | Cn1c(=O)oc2cc(S(=O)(=O)N3CCCC(C(=O)N4CC=C(c5ccccc5)CC4)C3)ccc21 (stereo not given) | 8 | 6 | 1 | -20 | 0.8 | 18 | 1697 | 0.7 | x | 2 | 7
24 | Cc1nc2cc(NC(=O)NC(C)(C)C)ccc2n1C | -7 | 6 | 1.1 | 5 | 1 | 0 | 1374 | 1 | 0.56 | 6 | 1
25 | Cc1cc(=O)oc2cc(NC(=O)C3CCCC3)ccc12 | 4 | 7 | 1 | 3 | 1 | 3 | 1396 | 1 | 0.58 | -6 | 1
26 | COc1ccc(C)cc1NC(=O)c1cc2ccccc2cc1OCC(=O)NCc1ccco1 | 0 | 2 | 0.9 | x | 1 | 4 | 1630 | 1 | 0.58 | 6 | 8
27 | COc1ccc(-c2noc(-c3ccccc3C(=O)Nc3cccnc3)n2)cc1OC | 3 | -5 | 0.9 | 6 | 0.9 | 11 | 1531 | 1 | -1.5 | -1 | 3
28 | CCNc1nc(-c2cc3ccccc3o2)cs1 | 5 | 10 | 1.2 | 11 | 0.9 | 10 | 1720 | 1.1 | -0.61 | -3 | 6
29 | CCOC(=O)c1nnn(-c2ccccc2)c1C | 6 | -3 | 1 | x | 1 | 3 | 1625 | 0.9 | x | 4 | 4
30 | COCC(=O)N/N=C(\C)CC(=O)Nc1ccccc1C(N)=O | 1 | 3 | 1 | x | 0.9 | 7 | 1636 | 1 | x | 11 | 3

Three entries out of the list above, ordered by their value in PMI activator, ascending.
nr | molecule | PPARg SRC-2 ag | PMI activator | S1P3 antagonist | PMI act hi M6P | ROMK mod
7 | O=C1Nc2ccccc2C(O)(C(=O)NCc2ccc3c(c2)OCO3)N1c1ccc(Cl)c(Cl)c1 (stereo not given) | -2 | 0.9 | x | 0.9 | x
13 | CCc1cc(C(=O)OC)c(NC(=O)CCCC(=O)O)s1 | 8 | 1 | -24 | 1 | 1.1
19 | CCS(=O)(=O)N1CCN(S(=O)(=O)c2ccccc2[N+](=O)[O-])CC1 | -5 | 1.1 | 1 | 1 | 0.55

Other structures follow:
entry | mol | PPARg SRC1 recr | PPARg SRC-2 ag | PMI activator | S1P3 antagonist | Diaphorase act | Diaph inh CS | TR-FRET SRC-2 ct | PMI act hi M6P | ROMK mod | G6PDH counter | PPARg SRC3 recr
31 | COCCCNC(=S)N1CCN(Cc2ccc3c(c2)OCO3)CC1 | 7 | 4 | 1 | -7 | 0.8 | 23 | 1478 | 1 | 1.3 | 8 | 1
32 | COc1ccc(CNC(=O)CCCn2nc(C)c([N+](=O)[O-])c2C)cc1OC | 18 | -1 | 1 | -4 | 0.8 | 16 | 1569 | 1 | 0.016 | 2 | 0
33 | N#CC1=C(N)Oc2n[nH]c(-c3ccccn3)c2C1c1c(F)cccc1Cl (stereo not given) | -1 | 8 | 1.1 | x | 0.9 | 7 | 1491 | 1.1 | 0.091 | 5 | -1
34 | Cc1cc(C(=O)Nc2nnc(-c3ccccc3)s2)no1 | 4 | -1 | 1 | -2 | 1.1 | -10 | 1348 | 1.2 | -0.17 | 10 | -7
35 | COC(=O)C1=C(C)NC(C)=C(C(=O)OC)C1c1ccc(-c2cc(Cl)ccc2Cl)o1 | -4 | 7 | 0.9 | 3 | 0.8 | 22 | 1551 | 1 | 0.35 | 6 | -1
36 | Cc1nn(C)c(C)c1CN(Cc1nc(-c2ccc(F)cc2F)oc1C)C1CC1 | 2 | 6 | 1 | 1 | 1 | -4 | 1690 | 1 | -1.1 | 7 | 4
37 | CCCC(=O)Nc1cccc(-c2nc3ccccc3o2)c1 | 0 | -2 | 1 | -3 | 1.1 | -9 | 1483 | 1.1 | x | 1 | -1
38 | C/C(=N\OCC(=O)Nc1cc(C)cc(C)c1)c1ccc2c(c1)OCCO2 | 4 | 5 | 0.9 | -20 | 0.8 | 17 | 1566 | 1 | -0.61 | -32 | 3
39 | C=CCN(CC=C)CCCOc1ccc(Br)cc1Cl | 1 | -2 | 1 | -13 | 1.1 | -9 | 1448 | 1.1 | -0.16 | 6 | -1
40 | CCCSc1nc2c(c(=O)n(C)c(=O)n2C)n1Cc1ccc(C)cc1 | 8 | 12 | 1 | -8 | 0.9 | 11 | 1519 | 1 | -0.033 | 7 | 25
41 | Cc1cccc(NC(=O)C2CC(O)CN2C(=O)OCc2ccccc2)c1 (stereo not given) | 8 | 4 | 1 | -30 | 0.8 | 18 | 1590 | 1 | x | 8 | 1
42 | CC(=O)C1=C(O)C(=O)N(c2cc(C(C)(C)C)on2)C1c1ccc(C(C)C)cc1 (stereo not given) | 9 | 8 | 1 | -26 | 0.8 | 20 | 1611 | 1 | 0.35 | 16 | 7
43 | CCOC(=O)CN1N=C(/C=C/c2ccc(OCC)cc2)CCC1=O | 2 | -1 | 1.1 | -7 | 1 | 4 | 1793 | 1.1 | -1.3 | 3 | -2
44 | O=c1cnn(-c2ccc(Cl)cc2Cl)c(-c2ccccc2)c1 | 1 | 0 | 1 | x | 0.9 | 7 | 1475 | 1 | x | 3 | -8
45 | O=[N+]([O-])c1ccc(NC(=S)NCCc2ccccc2)cc1 | -1 | 3 | 1 | 6 | 0.9 | 13 | 1590 | 1.1 | -1.6 | 1 | 4
46 | CCC(=O)Nn1cnc2c(c1=O)C1(CCCCC1)Cc1ccccc1-2 | -3 | 3 | 0.9 | x | 0.8 | 18 | 1503 | 0.9 | -1 | 3 | 5
